# Assay outcomes: PubChem BioAssay, National Center for Advancing Translational Sciences (NCATS)
# TbPYK inhibitor: qHTS of Trypanosoma Brucei Inhibitors; pyruvate kinase (Trypanosoma brucei), Q57TT1; TbPYK enzyme, Kinase-Glo Plus ATP luminescence, 45 min; Potency, µM (top dose mostly 76.8 µM), for the others: at the highest dose activity, negative = inhibition, usual class: inhibitors; actives 0.12% (n = 410,000); AID 624173, 2012; further: potency means the concentration at half of the fitted maximal effect; nearly all actives have a fitted effect of over 50% in size
#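 Activity of T. brucei pyruvate kinase was followed by Kinase-Glo Plus luminescence after the enzyme reacted 45 min at room temperature with 130 uM ADP (final) and substrate. Test compounds were added before ADP at multiple concentrations.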
# AMA1 RON2 block: qHTS for Inhibitors of AMA1-RON; Towards Development of Antimalarial Drug Lead: Primary Screen. Plasmodium falciparum AMA1 (3D7) - RON2 peptide interaction. AlphaScreen AMA1-biotinylated RON2 peptide binding. Potency, µM (titrated, usually from 58.2 µM), for the others: at the top dose activity change, negative = inhibition, actives largely listed as inhibitors. actives 0.2% (n = 360,000). AID 720542, 2013;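 further: potency means the concentration at half of the fitted maximal effect; 0% = vehicle wells and -100% = peptide control; nearly all actives have a fitted effect of over 45% in size; some results filed as inactive show a strong effect at the top dose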
#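 AMA1 (3D7) with his tag at 25 nM final met compounds first, then biotinylated RON2 peptide at 25 nM; detection used donor plus acceptor beads, 10 µg/mL apiece, read by AlphaScreen after 30 min at room temperature.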
# AmpC inh detg: qHTS Inhibitors of AmpC Beta-Lactamase (assay with detergent); P00811; AmpC hydrolysis of nitrocefin, absorbance 480 nm, 0.01% Triton; Potency, µM (series often up to 114 µM), for inactives: at the highest dose activity change, negative = inhibition, hits mostly inhibitors; actives 0.041% (n = 370,000); AID 485294, 2010;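 further: potency means the concentration at half of the fitted maximal effect; 0% = no-compound wells and -100% = no-enzyme wells; nearly all actives have a fitted effect of over 25% in size; some results filed as inactive show a strong effect at the top dose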
# Target sequence (P00811 whole entry, looked up): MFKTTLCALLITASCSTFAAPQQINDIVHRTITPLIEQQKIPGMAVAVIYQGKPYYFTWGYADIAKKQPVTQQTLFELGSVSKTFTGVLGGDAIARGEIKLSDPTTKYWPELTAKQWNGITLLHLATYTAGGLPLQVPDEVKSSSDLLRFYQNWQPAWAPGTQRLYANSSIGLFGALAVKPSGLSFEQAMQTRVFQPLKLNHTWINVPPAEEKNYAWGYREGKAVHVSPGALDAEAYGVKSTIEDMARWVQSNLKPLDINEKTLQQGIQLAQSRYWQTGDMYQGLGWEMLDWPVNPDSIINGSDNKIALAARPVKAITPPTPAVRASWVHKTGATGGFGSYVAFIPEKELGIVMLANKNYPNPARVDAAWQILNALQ
#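 20 mM phosphate pH 7.0 + 0.01% (detergent screen) or 0.0001% Triton X-100; 5.3 nM AmpC reagent; cpd preinc 15 min RT; nitrocefin (800 uM stock) to start; A480 q20 s × 4 min; Activity was normalised to no-enzyme and no-compound control wells.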
# AmpC inh no detg: qHTS Inhibitors of AmpC Beta-Lactamase (assay without detergent). P00811. actives 0.52% (n = 330,000). AID 485341, 2010. AmpC nitrocefin hydrolysis, absorbance 480 nm, 0.0001% Triton. Potency, µM (titrated, usually from 57.1 µM), without a hit: at the top dose activity change, negative = inhibition, usual class: inhibitors;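 further: potency means the concentration at half of the fitted maximal effect; plate controls were no compound for no effect and no enzyme for full effect; nearly all actives have a fitted effect of over 20% in size; some results filed as inactive show a strong effect at the top dose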
#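 AmpC (5.3 nM in the dispensed reagent) in 20 mM phosphate pH 7.0 with 0.01% (detergent screen) or 0.0001% Triton X-100 was preincubated with compounds for 15 min at room temperature. Nitrocefin was then added from an 800 uM solution, and hydrolysis was followed at 480 nm.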
# HCV inhibitor: qHTS Assay for Inhibitors of Hepatitis C Virus (HCV); Huh7.5.1 HCVcc-Cre infection, luciferase reporter, 44 h; Potency, µM (series often up to 41.8 µM), without a hit: at the top dose activity change, negative = inhibition, usual class: inhibitors; actives 3.4% (n = 340,000); further: potency means the concentration at half of the fitted maximal effect
#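 Reporter virus HCVcc-Cre (~0.5 moi) infects cells exposed to compound; seeding density 1,000 cells/well with 4 h settling beforehand. Luminescence, 15 sec read, taken 44 h post-infection following a 15 min RT substrate incubation.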
# HCMV antiviral: qHTS Assay for inhibitors of the human cytomegalovirus (HCMV) | HFF cells, HCMV-luciferase reporter, 72 h; stronger effect = lower value | activity change, negative = inhibition, % at 57.5 µM | AID 1259415, 2018 | actives 4.5% (n = 410,000); in the data active means activity change below about -60%; inconclusive means no clear call, values can overlap the other calls; inactive means above about -39%
#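 Two compound doses tested in HFFs infected with HCMV-luciferase, MOI 1 PFU/cell, 72 h at 37C. Lysate luminescence read with OneGlo; data normalized against buffer-only and 10uM Salinomycin inhibitor controls.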
# LmPK inh: qHTS Assay for Inhibitors of Leishmania Mexicana Pyruvate Kinase (LmPK); actives 0.37% (n = 290,000); purified LmPK, Kinase-Glo ATP luminescence, 1 h; Q27686; Potency, µM (doses to about 57.5 µM), for the others: top-dose activity change, negative = inhibition, usual class: inhibitors; further: potency means the concentration at half of the fitted maximal effect
# Target sequence (Q27686 whole entry, looked up): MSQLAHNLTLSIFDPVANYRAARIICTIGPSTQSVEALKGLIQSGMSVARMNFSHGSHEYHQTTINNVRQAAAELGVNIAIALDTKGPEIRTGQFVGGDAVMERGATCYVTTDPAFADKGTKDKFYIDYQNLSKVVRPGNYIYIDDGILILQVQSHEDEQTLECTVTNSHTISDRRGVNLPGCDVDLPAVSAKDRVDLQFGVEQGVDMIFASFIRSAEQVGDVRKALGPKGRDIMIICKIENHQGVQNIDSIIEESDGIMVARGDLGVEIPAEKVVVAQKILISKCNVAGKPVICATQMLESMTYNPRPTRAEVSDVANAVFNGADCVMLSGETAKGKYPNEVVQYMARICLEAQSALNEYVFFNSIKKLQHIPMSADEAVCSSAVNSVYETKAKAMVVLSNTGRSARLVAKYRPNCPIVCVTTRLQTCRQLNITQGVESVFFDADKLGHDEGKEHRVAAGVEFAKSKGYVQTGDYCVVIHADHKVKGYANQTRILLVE
#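 Screened at intermediate enzyme activity to detect both inhibitors and activators: LmPK at 0.1 nM, with a 0.5 nM enzyme column as activation reference. PEP 0.5 mM, ADP 0.1 mM; ATP detected by luminescence after 1 h.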
# * = called active by the depositor; ? = inconclusive; . = no result given; & = joins results of further samples; [ ] = dose if it differs, or a comment. Unless noted, the call rests on the fitted dose curve; in most records, active means well fitted curve in the direction sought with a large enough effect; inconclusive means small, poorly fitted or top-dose-only effect, or another doubt; inactive means no such curve, though single readings can be large; an effect the other way counts as inactive or inconclusive. Unless noted, on the % scale 0 is the no-effect control and ±100 the full control effect.
SMILES,TbPYK inhibitor,AMA1 RON2 block,AmpC inh detg,AmpC inh no detg,HCV inhibitor,HCMV antiviral,LmPK inh
NS(=O)(=O)c1ccc(Nc2c([N+](=O)[O-])cncc2[N+](=O)[O-])cc1,4%,3%,-13%,-24%,-17%,?,3%
CC(=O)N1CCc2ccc(N)cc21,-2%,7%,.,.,18%,-18,.
CC1(C)CC(=O)C2=C(C1)Nc1ncnn1C2c1cccs1 (stereo not drawn),-3%,6%,-5%,5%,9%,9,-5%
COc1ccc2cnn(-c3ccc(OC(F)(F)Cl)cc3)c(=O)c2c1OC,-3%,-10%,6%,-11%,13%,-4,2%
C/C(=C\C(=O)c1ccc(Br)cc1)Nc1cccc(Cl)c1,4%,52%[activator],.,.,?,103,.
O=C(CCN1C(=O)/C(=C/c2ccc3c(c2)OCO3)SC1=S)NNC(=O)c1cccnc1,-6%,25%,-6%,-21%,?,?,0%
Cc1cccc(NS(=O)(=O)c2ccc3[nH]c(=O)oc3c2)c1C,-22%,-24%,.,-28%,5%,-23,.
Cc1cscc(C)c1=S,-14%,-16%,.,.,.,18,.
CCN(CC)CCN1C(=O)C(=O)/C(=C(/O)c2ccc(OCC(C)C)cc2)C1c1ccncc1 (stereo not drawn),.,.,3%,-4%,.,-5,-2%
CC(C(=O)N1CCN(c2ccccc2)CC1)c1ccc([N+](=O)[O-])cc1 (stereo not drawn),-11%,0%,-9%,1%,4%,70,-6%
Cc1ccc(S(=O)(=O)n2nc(-c3ccccc3)nc2NCc2ccccc2Cl)cc1,-11%,.,13%,.,.,-25,.
COCc1nnc(NC(=O)c2cccs2)s1,-11%,-6%,?,3%,10%,44,-8%
O=C(Oc1ccc(-c2ccccc2)cc1)c1ccco1,7%,2%,.,.,11%,-33,.
COc1ccccc1OCCCn1cc(C(=O)C2CC2)c2ccccc21,-2%,-29%,-5%,7%,?,?,2%
COc1cccc(C2=N/C(=C\N(C)C)C(=O)O2)c1,-21%,-13%,-3%,-15%,-18%,-12,-1%
CC(NC(=O)c1nn(C)c(=O)c2ccccc12)c1ccc(F)cc1 (stereo not drawn),1%,-2%,-2%,-16%,7%,?,-2%
COc1cccc(-c2nnc3n(CCc4ccccc4)c(=O)c4ccccc4n23)c1O,-2%,.,0%,.,.,3,.
O=C(O)CCSc1nc2ccccc2s1,4%,11%,-14%,-13%,0%,-82*,-10%
CN(Cc1ccccc1)C(=O)c1c[nH]c2ccc(S(=O)(=O)Nc3ccccc3F)cc2c1=O,2%,.,-2%,.,.,-2,.
CCC(C)(C)C1CCC2(CC1)NC(=O)N(CC(=O)NC(C)CCc1ccccc1)C2=O (stereo not drawn),-4%,-2%,-18%,66%[activator],?,-21,.
Oc1cccc(-c2nc3ccccc3s2)c1,?,-18%,-14%,-20%,?,178,-16%
N#CCCN(C1CCCCC1)S(=O)(=O)c1cccc2nsnc12,-2%,6%,1%,-2%,16%,-22,2%
CCOC(=O)NC1(C(F)(F)F)NC(=O)N(c2cccc(C(F)(F)F)c2)C1=O (stereo not drawn),12%,-6%,?,-8%,5%,?,1%
CCOc1ccc(S(=O)(=O)N2CCC(C(=O)NCc3cccnc3)CC2)cc1,2%,-10%,0%,-1%,-3%,36,-5%
OC[C@H]1O[C@@H](c2nc3ccc(-c4nc(-c5ccc(Br)cc5)no4)cc3[nH]2)C[C@@H]1O,-2%,-3%,.,.,.,-20,.

# An excerpt from above in order of SMILES length, largest number first.
SMILES,TbPYK inhibitor,AMA1 RON2 block,AmpC inh detg,AmpC inh no detg,HCV inhibitor,HCMV antiviral,LmPK inh
OC[C@H]1O[C@@H](c2nc3ccc(-c4nc(-c5ccc(Br)cc5)no4)cc3[nH]2)C[C@@H]1O,-2%,-3%,.,.,.,-20,.
Cc1ccc(S(=O)(=O)n2nc(-c3ccccc3)nc2NCc2ccccc2Cl)cc1,-11%,.,13%,.,.,-25,.
CCOc1ccc(S(=O)(=O)N2CCC(C(=O)NCc3cccnc3)CC2)cc1,2%,-10%,0%,-1%,-3%,36,-5%
COc1ccc2cnn(-c3ccc(OC(F)(F)Cl)cc3)c(=O)c2c1OC,-3%,-10%,6%,-11%,13%,-4,2%
COc1cccc(C2=N/C(=C\N(C)C)C(=O)O2)c1,-21%,-13%,-3%,-15%,-18%,-12,-1%
CC(=O)N1CCc2ccc(N)cc21,-2%,7%,.,.,18%,-18,.

# Back to the main list with the 5 entries that preceded the break.
SMILES,TbPYK inhibitor,AMA1 RON2 block,AmpC inh detg,AmpC inh no detg,HCV inhibitor,HCMV antiviral,LmPK inh
Oc1cccc(-c2nc3ccccc3s2)c1,?,-18%,-14%,-20%,?,178,-16%
N#CCCN(C1CCCCC1)S(=O)(=O)c1cccc2nsnc12,-2%,6%,1%,-2%,16%,-22,2%
CCOC(=O)NC1(C(F)(F)F)NC(=O)N(c2cccc(C(F)(F)F)c2)C1=O (stereo not drawn),12%,-6%,?,-8%,5%,?,1%
CCOc1ccc(S(=O)(=O)N2CCC(C(=O)NCc3cccnc3)CC2)cc1,2%,-10%,0%,-1%,-3%,36,-5%
OC[C@H]1O[C@@H](c2nc3ccc(-c4nc(-c5ccc(Br)cc5)no4)cc3[nH]2)C[C@@H]1O,-2%,-3%,.,.,.,-20,.
CC#CCN1c2ccccc2[C@]23C[C@@H](C(=O)OC)N(C(=O)C4CCC4)C2=NC(C(=O)OC)=C(C(=O)OC)[C@H]13,-7%,-28%,2%,150%[activator],2%[8.37 µM],-75*,1%[11.5 µM]
COc1ccc(N2CCN(CCCNC(=O)Cn3c(=O)c4cccn4c4ccccc43)CC2)cc1,-3%,-10%,?,-5%,2%,-23,-2%
COc1ccc(NC(=O)CSc2ncccc2C(=O)OC(C)C)cc1OC,-1%,-16%,6%,55%,7.9µM*,-87*,36%
O=C(Cc1cccs1)N/N=C/C(Br)=C/c1ccccc1,-3%,5%,2%,-46%,.,38,5%
COc1ccccc1N1CCN(C(=O)c2ccc(Cl)c(S(=O)(=O)NCc3ccco3)c2)CC1,2%,14%,-1%,65%[activator],8.9µM*,-8,-3%
CN([C@@H](Cc1ccc(OS(=O)(=O)c2cccc3cnccc23)cc1)C(=O)N1CCN(c2ccccc2)CC1)S(=O)(=O)c1cccc2cnccc12,0%&0%,5%,?,77%[activator],2.8µM*,.,3%
CN(C)CCNC(=O)c1ccc(Sc2ccc(Br)cc2)c([N+](=O)[O-])c1,-2%,-20%,4%,86%[activator],?,?,2%
Cn1c(SCC(=O)Nc2ccc(Cl)cn2)nnc1C1CC1,-1%,-7%,?,-18%,20%,?,1%
CCCCCCCCNC(CO)(CO)CO,0%,0%,-7%,-14%,-21%,-13,-2%
CCn1c(=O)c(NC(=O)c2ccccc2)c2n(c1=S)CCCCC2,2%,-3%,-2%,-5%,28%,28,0%
O=C(CSc1ncnc2sccc12)N1CCCCC1,-2%,8%,.,-17%,0%,6,.
COc1ccc(-n2nnnc2CNC(=O)C2CC(=O)N(c3ccc(Cl)cc3)C2)cc1 (stereo not drawn),5%,-3%,1%,?,-2%[8.37 µM],-35,.
CC1SCC(NC(=O)c2cccc(Cl)c2)CS1 (stereo not drawn),0%,-18%,3%,-8%,-26%,26,6%
Cc1csc(NC(=O)CSc2nc(=O)[nH]c3c2CCCC3)n1,0%,-11%,9%,-9%,11%,-24,1%
Cc1ccc(CNC(=O)c2nn(-c3ccc(Cl)cc3)nc2CO)cc1,-3%,.,20%,.,.,10,.
Cc1ccccc1NC(=O)C1CC(Cl)=CCC1C(=O)O (stereo not drawn),2%,6%,1%,-3%,-14%,-18,1%
Cc1ncc(S(=O)(=O)c2ccccc2)c(-c2ccc(Cl)cc2Cl)n1,-3%,3%,-10%,24%,6%,-39,1%
O=C(CN1CCC(n2nnc3cc(C(F)(F)F)ccc32)CC1)Nc1ccc2c(c1)OCCO2,-3%,17%,4%,65%[activator],?,12,6%
Cc1ccc(C)c(N2CCN(C(=O)c3ccc(NC(=O)c4nsc5ccccc45)cc3)CC2)c1,7%,.,17%,.,.,29,.
Cc1ccc(S(=O)(=O)C2CCOC2=O)cc1 (stereo not drawn),3%,-3%,0%,8%,11%,27,1%
CC(/C=C/c1ccccc1)=N\Nc1ccccc1[N+](=O)[O-],-10%,?,-2%,1%,-15%,-73*,-3%
Cc1ccc(C2CC(=O)N3CN(c4ccc(Br)cc4)CSC3=C2C#N)o1 (stereo not drawn),?,11%,3%,-40%,11%,67,16%
COc1cc2sc(-c3ccccc3OC)c(-c3ccc(O)cc3)c2cc1OC,1%,-16%,.,21%,11µM*,49,.
COCCn1c(SCC(=O)Nc2ccc(Cl)cn2)nnc1-c1ccncc1,-8%,-25%,4%,-19%,22%,-29,1%
Cc1cc(C(=O)OCC(=O)N(C)c2c(N)n(Cc3ccccc3)c(=O)[nH]c2=O)c(C)n1-c1ccccc1,-4%,18%,2%,146%[activator],?,-22,.
